Assay outcomes as filed in PubChem.
FXIa mix inh = inhibitors of human coagulation factor XIa, pooled mixtures. purified FXIa, fluorogenic substrate. inhibition, % at 5 µM. 0.19% of 62,000 active. AID 680;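 also: each value is inhibition by a whole ten-compound pool holding the compound; 0% = enzyme with no mixture and 100% = wells lacking enzyme; strong numbers were not always called active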
CatL inh = blocks human cathepsin L protease activity; AID 460; inhibition, %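 (tested at 10 µM)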; purified cathepsin L, fluorogenic substrate, fluorescence; P07711; 0.17% of 58,000 active; in the data active = inhibition above about 45%;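 also: 0% = enzyme with no compound and 100% = no enzyme blank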
FXIIa inh mix = inhibitors of human coagulation factor XIIa, pooled mixtures; P00748; purified FXIIa, fluorogenic substrate; inhibition, % at 5 µM; 0.2% of 62,000 active; AID 684;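 also: 0% = enzyme without compound and 100% = no enzyme blank; some results filed as inactive read as strong as hits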
Target sequence (P00748 20-372 limits assumed): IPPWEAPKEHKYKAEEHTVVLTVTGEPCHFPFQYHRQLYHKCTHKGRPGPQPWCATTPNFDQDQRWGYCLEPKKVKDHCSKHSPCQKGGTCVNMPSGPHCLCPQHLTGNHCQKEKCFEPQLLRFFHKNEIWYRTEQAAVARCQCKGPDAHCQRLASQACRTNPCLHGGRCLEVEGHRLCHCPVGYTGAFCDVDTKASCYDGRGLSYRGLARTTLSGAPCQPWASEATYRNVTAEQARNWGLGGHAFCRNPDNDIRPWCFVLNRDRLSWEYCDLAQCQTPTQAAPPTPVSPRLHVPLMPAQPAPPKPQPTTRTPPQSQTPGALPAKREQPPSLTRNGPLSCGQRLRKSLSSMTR
Target sequence (P00748 373-615 limits assumed): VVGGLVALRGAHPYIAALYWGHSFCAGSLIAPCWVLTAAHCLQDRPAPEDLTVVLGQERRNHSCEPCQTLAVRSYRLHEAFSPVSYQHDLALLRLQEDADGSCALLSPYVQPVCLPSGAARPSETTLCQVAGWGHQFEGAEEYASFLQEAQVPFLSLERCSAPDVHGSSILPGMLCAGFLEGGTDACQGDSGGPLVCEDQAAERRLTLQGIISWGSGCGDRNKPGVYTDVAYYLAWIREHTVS
ROCK2 inh = ROCK2 (human) kinase inhibition. O75116. purified ROCK2, Kinase-Glo ATP depletion luminescence. inhibition, % at 6 µM. 0.35% of 60,000 active. AID 604;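 active = inhibition above the screen-wide mean inhibition plus 3 SD, cut at about 18% in these data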;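 also: plate controls were DMSO wells for no effect and Y-27632 control wells after no-enzyme background subtraction for full effect; many of its hits are not listed in these tables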
JNK3 inh = blocks human JNK3 kinase activity. P53779. inhibition, % at 8 µM. AID 746. 0.61% of 60,000 active. purified JNK3 kinase activity, HTS; in the data active = inhibition above about 17%;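 also: 0% = DMSO and 100% = reference inhibitor; many of its hits are not listed in these tables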
PKA kinase inh = PKA (human) kinase inhibition; P17612; PKA Kemptide phosphorylation, Kinase-Glo ATP luminescence; inhibition, % at 6 µM; 0.1% of 65,000 active;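 active = inhibition above the screen-wide mean inhibition plus 3 SD, cut at about 21% in these data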; also: many of its hits are not listed in these tables
CatS inh = blocks human cathepsin S protease activity; P25774; recombinant cathepsin S, AMC dipeptide fluorescence, pooled mixtures; inhibition, %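 (tested at 5 µM per compound within 10-compound mixtures)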; 0.06% of 62,000 active; AID 501; in the data active = inhibition above about 32%, passing the limit was not always enough;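 also: 0% = enzyme without compound and 100% = blank without enzyme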
C1s block = human complement C1s inhibition. 0.16% of 62,000 active. purified C1s, fluorogenic AMC substrate, pooled mixtures. mean inhibition % of two 10-compound mixtures (stronger effect = higher value), % at 5 µM (by protocol). AID 538;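 active = inhibition above 20% in each of the two 10-compound mixture wells holding the compound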;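 also: 0% = enzyme wells lacking compound mixture and 100% = no-enzyme blank wells; some compounds called inactive have numbers as strong as hits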
CatG inh = inhibitors of human cathepsin G; purified enzyme, AMC-tetrapeptide fluorescence, pooled mixtures; inhibition, % at 5 µM (by protocol); 0.2% of 62,000 active; AID 581;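 active = inhibition above 20% in each of the two mixture wells holding the compound; inactive = inhibition of 20% or less in either well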;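 also: 0% = enzyme control without mixture and 100% = blank lacking enzyme; strong numbers were not always called active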
Target sequence (P08311 21-244 limits assumed): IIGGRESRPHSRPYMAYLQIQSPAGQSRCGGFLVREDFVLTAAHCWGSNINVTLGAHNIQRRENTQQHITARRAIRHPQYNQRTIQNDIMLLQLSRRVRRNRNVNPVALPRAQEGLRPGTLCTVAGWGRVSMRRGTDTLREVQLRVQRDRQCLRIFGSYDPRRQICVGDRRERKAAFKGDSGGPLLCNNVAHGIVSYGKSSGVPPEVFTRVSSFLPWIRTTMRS
An asterisk follows results filed as active; . = not tested or not shown. Rule as the data show it, unless noted: active = inhibition above about 20% (passing the limit was not always enough); inactive = the rest.

FXIa mix inh	CatL inh	FXIIa inh mix	ROCK2 inh	JNK3 inh	PKA kinase inh	CatS inh	C1s block	CatG inh	compound
-4	4	1	6	-5	-4	-3	-20	2	O=S(=O)(c1ccccc1)c1nc(-c2ccco2)oc1N1CCOCC1
5	1	30	-2	-3	-1	14	-44	-5	Cc1c(NC(=O)CN2C(=O)C3C4C=CC(C4)C3C2=O)c(=O)n(-c2ccccc2)n1C (centres undefined)
4	.	-2	0	4	2	-4	1	-2	COc1cccc(Cn2nnc(C(=O)Nc3ccc(C)cc3)c2N)c1
9	8	-18	1	0	-1	5	5	-4	CCc1nnc(NC(=O)C2CCCN2S(=O)(=O)c2ccc(C)cc2)s1 (centres undefined)
7	8	9	-9	6	4	4	-1	-1	Cc1ccccc1-n1c(Cn2c(=O)sc3ccccc32)nnc1SCC(=O)Nc1nccs1
7	-5	0	1	0	-1	11	-5	0	Cc1ccc(-c2nnc3sc(CCc4ccccc4)nn23)cc1
5	2	-3	4	-9	14	11	-39	-10	CCCCn1c(=O)n(CC(O)c2ccccc2)c(=O)c2c1ncn2C1CCCC1 (centres undefined)
2	8	5	-5	-1	-6	-3	-2	5	O=C(Cc1cn2ccsc2n1)Nc1ccccc1Oc1ccccc1
-5	36	-6	7	-1	6	3	-3	8	c1ccc(Cn2c(NCc3ccco3)nc3ccccc32)cc1
6	10	6	5	0	8	-3	12	8	O=C1c2ccccc2C(=O)N1CCCc1nc2ccccc2c(=O)n1Cc1ccco1
32	-6	10	3	3	-3	-1	4	13	COC(=O)c1ccc(NC(=O)C2CCCN2S(=O)(=O)c2ccc(C)cc2)cc1 (centres undefined)
0	1	7	8	1	4	-3	4	10	O=C(COc1ccccc1Br)c1ccc(O)cc1O
0	2	-2	5	3	4	-7	-14	-8	CN(Cc1ccccc1)C(=O)c1cc(-c2ccc(Br)cc2)on1
8	8	2	6	6	4	4	20	10	COc1ccccc1NC(=O)CSc1nnc(-c2ccco2)o1
4	-5	1	5	4	10	-5	-3	1	O=C(O)CCNC(=O)c1ccc(Br)o1
1	-8	3	.	.	-4	-1	-1	3	COC(=O)c1sc(NC(=O)COc2ccccc2)nc1C
0	-4	9	-2	-4	-1	-7	2	11	CCOC(=O)c1c(-c2ccc(C)o2)csc1NC(=O)COC(=O)c1cccs1
5	16	3	2	0	4	14	-7	1	CCCCC(=O)Nc1ccc(C(=O)N2CCCC(C(=O)OCC)C2)cc1 (centres undefined)
8	-4	1	0	-3	1	28	-13	-1	CCOCCCNC(=O)CCCOc1ccccc1
5	-3	2	-5	-8	-6	-8	-5	-1	NC(=NC(=O)c1ccccc1)C1=C(O)CCC1=O
-1	0	10	6	-4	7	0	-3	-4	COc1ccc(C(c2nnnn2Cc2ccc(F)cc2)N2CCN(c3ccc(OC)cc3)CC2)cc1 (centres undefined)
5	9	-1	-1	1	-4	2	8	12	CCc1nnc(NC(=O)CSc2nc3ccccc3s2)s1
2	4	6	0	0	8	-1	3	7	O=c1c2[nH]c3ccc(F)cc3c2ncn1CCCn1ccnc1
3	-5	6	11	-2	2	1	3	2	Nc1nsnc1C(=O)NCCO
8	1	0	-5	-6	-13	9	-34	1	CN(Cc1ccccc1)c1nc2c(c(=O)[nH]c(=O)n2C)n1Cc1ccccc1Cl
3	17	-13	-2	-5	5	4	6	10	O=c1[nH]c(CSc2nnc(NCCCN3CCOCC3)s2)nc2cc(Cl)ccc12
.	16	.	-9	-3	3	.	.	.	NC(=O)CSc1nc(N)c2c3c(sc2n1)CCCCC3
4	9	-10	8	-3	6	12	12	16	CCCCNC(=O)Nc1c(C(=O)OCC)[nH]c2ccccc12
2	12	-1	3	-3	2	17	-7	24	O=C(NCCCc1ccccc1)C1CC(=O)N(c2ccc3c(c2)OCCO3)C1 (centres undefined)
.	-7	.	10	-4	5	.	.	.	c1ccc(-n2ncc3c(NCC4CCCO4)ncnc32)cc1 (centres undefined)
1	-5	3	4	-2	3	-3	0	7	COc1cccc(NC(=O)Cn2c(=O)oc3ccccc32)c1
-2	8	1	-3	-3	-3	4	1	0	O=C(c1n[nH]c(=O)c2ccccc12)N1CCN(c2ccccc2)CC1
1	1	-18	2	16	6	-4	-13	-9	CCOC(=O)c1c(NC(=O)CSc2nnnn2CC)sc(C)c1C
0	-6	10	-1	-6	2	-8	-10	-4	COc1ccc(CN2CCN(C(=O)CC(C)C)CC2)c(OC)c1OC
8	4	6	4	4	-5	0	2	10	CCOC(=O)CN(C(=O)CN1CCOCC1)c1ccc(Br)cc1
15	.	7	7	-2	1	-2	5	7	Cc1ccc2cc(C(c3nnnn3C3CCCC3)N3CCOCC3)c(=O)[nH]c2c1C (centres undefined)
7	-5	3	-2	-1	5	-12	11	12	CC(=O)c1cc(F)c(N2CCN(C(=O)Cc3ccccc3)CC2)cc1C
11	.	-12	.	.	.	8	9	11	Cc1ccc(OCC(=O)NCCO)cc1C
-5	-1	3	.	.	9	-3	-49	-6	O=C(CN1CCN(c2ncccn2)CC1)N1CCN(C(c2ccccc2)c2ccccc2)CC1
3	13	31	0	0	6	9	4	-1	CC1CCc2nc(NC(=O)C3CCCO3)sc2C1 (centres undefined)
6	9	9	-1	-3	1	0	10	9	Cc1ccccc1NC(=O)NCCCN1CCN(C2CCCCC2)CC1
10	7	11	4	8	6	9	3	3	Cc1cc(C)n2nc(SCn3nnc4ccccc4c3=O)nc2n1
6	11	28	7	4	5	-5	13	0	Cc1nn(S(=O)(=O)N2CCCCC2)c(C)c1Br
6	-1	-3	-4	5	4	-2	-8	-9	O=C(CSc1ccc(Cl)cc1)Nn1cnnc1
-2	.	2	-1	4	-3	-3	-30	-4	COc1ccccc1CNC(=O)c1cnc2sccn2c1=O
-3	-1	6	2	-2	10	-4	-7	21	CCOC(=O)Nc1sc(C)nc1-c1ccccc1
1	-3	34*	.	.	9	6	-2	-1	CC(=O)c1ccc(-n2nncc2C(C)(C)C)cc1
-1	.	2	7	-3	12	-1	-13	5	CC(C)(C)c1ccc(OCC(O)CS(=O)(=O)c2ccccn2)cc1 (centres undefined)
0	12	13	5	0	9	-3	2	11	COCCNCC(=O)NC12CC3CC(CC(C3)C1)C2
5	13	14	2	2	8	1	15	11	Cn1c(=O)oc2cc(S(=O)(=O)N3CCc4ccccc4C3)ccc21
1	5	16	2	-2	5	-1	0	5	CCC(C)(C)n1nnnc1C(c1cc2ccc(OC)cc2[nH]c1=O)N1CCc2ccccc2C1 (centres undefined)
3	12	2	3	0	6	9	10	8	COCCCNC(=O)C(Cc1ccccc1)NS(=O)(=O)c1ccc2c(c1)c(=O)n(C)c(=O)n2C (centres undefined)
6	18	19	1	-3	0	11	-1	-2	COc1ccc(OC)c(CNC(=O)CCNC(=O)Cn2ccc3ccccc3c2=O)c1
4	.	13	2	2	3	12	13	9	Cc1c(NC(=O)C(C)N2C(=O)C3C4C=CC(C4)C3C2=O)c(=O)n(-c2ccccc2)n1C (centres undefined)
5	25	0	0	0	0	4	8	10	CCN1/C(=C(\O)c2ccccc2)C(=O)c2ccccc2S1(=O)=O
0	.	7	4	1	7	1	-3	7	O=C1C2C3C=CC(O3)C2C(=O)N1CC(O)c1ccccc1 (centres undefined)
4	20	-10	0	-2	3	19	-3	-3	C1=C(C(c2nnnn2C2CCCCC2)N2CCCCC2)COc2ccccc21 (centres undefined)
-1	-6	-17	7	1	8	-4	0	12	COc1ccccc1NC(=O)c1cccc(S(=O)(=O)N2CCOCC2)c1
8	-14	2	4	-2	8	-9	3	7	C=CCn1c(-c2ccc(N)cc2)nc2ccccc21
0	-3	3	-5	-16	-3	0	3	3	CC(=O)N1CCN(c2ccc(Nc3ncnc4c3oc3ccccc34)cc2)CC1

The list goes on:
FXIa mix inh	CatL inh	FXIIa inh mix	ROCK2 inh	JNK3 inh	PKA kinase inh	CatS inh	C1s block	CatG inh	compound
7	-2	-13	3	-4	6	-8	-2	3	COCCn1nnnc1SCC(=O)N1CCCCC1
10	-1	1	-2	1	-2	-5	-12	0	CCc1ccc2[nH]c(=O)c(C(c3nnnn3CCOC)N3CCN(c4ccccc4F)CC3)cc2c1 (centres undefined)
2	2	4	4	-5	-2	1	-14	-15	CN(C)c1ccc(/C=C/c2ccncc2)cc1
2	10	-2	4	7	4	-7	1	0	Nc1nc(N2CCOCC2)nc(N(c2ccccc2)c2ccccc2)n1
-2	2	3	5	6	9	9	-1	-6	O=C(NCc1ccc2c(c1)OCO2)c1ccccn1
4	-7	2	.	.	2	3	2	3	COc1ccc(C2(NC(C)=O)CCN(C(=O)CCC(=O)O)CC2)cc1
4	1	3	1	4	-3	13	-1	4	COc1ccc(C(=O)c2ccc(N3CCN(C4CC(=O)NC4=O)CC3)cc2)cc1F (centres undefined)
6	2	-10	-1	3	4	-2	3	8	CCn1cc(C(=O)N=c2sc3ccccc3n2C)c(=O)c2ccc(C)nc21
-6	0	4	4	-11	5	10	-15	-9	CCN1CCN(C(=O)c2cc3nc(-c4ccccc4)cc(C(F)(F)F)n3n2)CC1

Compounds listed so far that contain an aryl thioether with sulfur outside any ring:
FXIa mix inh	CatL inh	FXIIa inh mix	ROCK2 inh	JNK3 inh	PKA kinase inh	CatS inh	C1s block	CatG inh	compound
7	8	9	-9	6	4	4	-1	-1	Cc1ccccc1-n1c(Cn2c(=O)sc3ccccc32)nnc1SCC(=O)Nc1nccs1
8	8	2	6	6	4	4	20	10	COc1ccccc1NC(=O)CSc1nnc(-c2ccco2)o1
5	9	-1	-1	1	-4	2	8	12	CCc1nnc(NC(=O)CSc2nc3ccccc3s2)s1
3	17	-13	-2	-5	5	4	6	10	O=c1[nH]c(CSc2nnc(NCCCN3CCOCC3)s2)nc2cc(Cl)ccc12
.	16	.	-9	-3	3	.	.	.	NC(=O)CSc1nc(N)c2c3c(sc2n1)CCCCC3
1	1	-18	2	16	6	-4	-13	-9	CCOC(=O)c1c(NC(=O)CSc2nnnn2CC)sc(C)c1C
10	7	11	4	8	6	9	3	3	Cc1cc(C)n2nc(SCn3nnc4ccccc4c3=O)nc2n1
6	-1	-3	-4	5	4	-2	-8	-9	O=C(CSc1ccc(Cl)cc1)Nn1cnnc1
7	-2	-13	3	-4	6	-8	-2	3	COCCn1nnnc1SCC(=O)N1CCCCC1
